KOR beta-arrestin-1: KOR antagonists, beta-arrestin recruitment, cell-based, luminescence, uHTS (AID 1778); KOR beta-arrestin recruitment, luminescence, antagonist mode; higher % means a stronger effect; one-dose inhibition, % at 10 µM; IC50 in µM for titrated hits; 290,000 tested, 0.091% active; Kappa-type opioid receptor (Homo sapiens); also: strong numbers were not always called active
West Nile antiviral: West Nile virus antiviral activity, cell-based, CPE readout (AID 1621). West Nile virus-infected cells, CPE inhibition; higher % means a stronger effect. one-dose CPE inhibition, % at 10 µM; IC50 in µM for titrated hits. 290,000 tested, 0.02% active; in the data active = a potency from the dose series; inconclusive = CPE inhibition mostly from about 3.7% at the one dose, without a potency; inactive = the rest, 99 in 100 with CPE inhibition below about 2.2%; also: strong numbers were not always called active
NOD1 NF-kB reporter: NOD1 signaling inhibitors, primary screen, cell-based, luminescence, uHTS (AID 1578). NOD1-driven NF-kB luciferase reporter cells, luminescence; higher % means a stronger effect. inhibition, % at 4 µM, or EC50 in µM where a hit was titrated. 290,000 tested, 1% active; in the data active = inhibition mostly above about 36%, no sharp cut-off; inactive = mostly below about 34%;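 also: HEK-293T reporter cells stimulated with the NOD1 agonist gamma-tri-DAP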
KOR beta-arrestin-2: KOR agonists, beta-arrestin recruitment, primary screen, cell-based, luminescence, uHTS (AID 1777). Kappa-type opioid receptor (Homo sapiens). KOR beta-arrestin recruitment, luminescence; higher % means a stronger effect. activation, % at 10 µM; hits with a dose series show EC50 in µM. 280,000 tested, 0.02% active; in the data active = activation above about 50%, passing the limit was not always enough; also: a part of the inactive calls stands beside numbers as strong as those of hits
HEK293 NOD2/NF-kB: NOD2 signaling inhibitors, cell-based, luminescence, uHTS, HEK293 (AID 1566). HEK293 NOD2/NF-kB luciferase reporter, luminescence; higher % means a stronger effect. one-dose inhibition, % at 4 µM; EC50 in µM for titrated hits. 290,000 tested, 0.63% active; also: many of its hits are not listed in these tables
Yfh1-depleted yeast: enhancers of respiration in Yfh1-depleted yeast, dose response, Friedreich's ataxia, plus single-dose screen (AID 1465). S. cerevisiae Yfh1-off respiration, WST-1 reduction, 72 h; higher fold induction means a stronger effect. 220,000 tested, 0.074% active. fold induction at 50 µM; hits with a dose series show EC50 in µM;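 active = fold induction of absorbance versus untreated yeast above a set limit, then at least 30% activation at any dose in follow-up; inconclusive = repeats straddling the limit, or above it without dose testing; inactive = fold induction below the set limit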;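 also: activators that raise dye reduction in frataxin-depleted yeast; strong numbers were not always called active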
AID2073: inhibitors of Mint1-CaV2.2 protein interaction, biochemical, HTRF (AID 2073). Voltage-dependent N-type calcium channel subunit alpha-1B (Homo sapiens). HTRF protein-protein interaction, Mint1-CaV2.2; higher % means a stronger effect. inhibition, % at 20 µM; hits with a dose series show IC50 in µM. 290,000 tested, 0.19% active; in the data active = inhibition mostly above about 51%, no sharp cut-off; inconclusive = no clear call, values can overlap the other calls; inactive = mostly below about 53%; also: some results filed as inactive read as strong as hits
HIV peptide binding: inhibitors of HIV fusion peptide binding, primary screen, biochemical, uHTS, fluorescence dequenching (AID 1986); cell-free peptide binding, fluorescence dequenching, 30 min; higher % means a stronger effect; inhibition, % at 20 µM; hits with a dose series show IC50 in µM; 290,000 tested, 0.3% active; in the data active = inhibition mostly above about 52%, no sharp cut-off; inactive = mostly below about 76%; also: some results filed as inactive read as strong as hits
NS5 inhibitors: Dengue-2 NS5 methyltransferase inhibitors, primary screen, biochemical, confirmation dose response (AID 588689). Dengue-2 NS5 methyltransferase capping enzyme assay, biochemical; higher % means a stronger effect. inhibition, % at 25 µM, or IC50 in µM where a hit was titrated. 340,000 tested, 0.3% active; in the data active = a potency from the dose series; inconclusive = inhibition above about 29% without an active follow-up result
* marks the source's active call; other numbers are inactive results; i = inactive; ? = inconclusive; · = not tested or not shown; [ ] = another dose, or the depositor's remark. Rule as the data show it, unless noted: active = inhibition above about 50%; inactive = the rest. These rows are one share of the data; rates above refer to the full screens.

SMILES	KOR beta-arrestin-1	West Nile antiviral	NOD1 NF-kB reporter	KOR beta-arrestin-2	HEK293 NOD2/NF-kB	Yfh1-depleted yeast	AID2073	HIV peptide binding	NS5 inhibitors
CC(C)CNC(=O)c1cccc(NC(=O)Cc2ccc(Br)cc2)c1	4%	-1.3%	-22%	4.3%	9%	i	-7%	1.9%	2%
CCN(CC)C(=O)CN(C)S(=O)(=O)c1cccc2nsnc12	0%	0.0%	-9%	10%	14%	i	-6%	1.1%	-6%
O=C(c1cc(Cl)nc2ccccc12)N1CCCCC1	5%	-0.5%	18%	11%	23%	i	6%	-2.2%	-6%
CC1(C)Cc2ccccc2C(=O)N1	-7%	0.1%	-6%	2.6%	-3%	i	-5%	-2.5%	7%
O=C(O)c1ccc2c(c1)C(=O)/C(=C/c1ccccc1)C2=O	27%	1.9%	-25%	0.7%	10%	i	7%	35%	12µM*
O=C(CC1C(=O)NCCN1Cc1ccc(Cl)c(F)c1)NC1CCCCC1 (configuration not stated)	27%	-0.9%	-3%	-3.3%	2%	·	20%	7.8%	-5%
CCC(=O)n1nc(-c2ccc(OC)cc2)nc1NCc1cccs1	2%	0.0%	-45%	-5.0%	-27%	i	-4%	-0.5%	2%
Cc1ccc(C)c(CSC2=NCCN2C(=O)Cc2ccc([N+](=O)[O-])cc2)c1	24%	-0.8%	-31%	-2.8%	8%	i	12%	4.7%	-5%
Cc1ccccc1NC(=S)N(CCN(C)C)C(C)c1ccccn1 (configuration not stated)	6%	-0.1%	17%	-6.8%	18%	i	-12%	1.4%	2%
CC(=O)c1cccc(S(=O)(=O)Nc2ccc3nc(C)sc3c2)c1	29%	-1.2%	15%	-4.9%	32%	i	-4%	-0.3%	8%
Cc1ccc(S(=O)(=O)N2CCC(C(=O)N/N=C/c3ccccc3[N+](=O)[O-])CC2)cc1	34%	-0.5%	-23%	4.0%	1%	i	-5%	0.0%	1%
NC(=O)c1cc(S(=O)(=O)Nc2ccc(OC(F)(F)F)cc2)cs1	2%	-1.4%	-10%	1.0%	20%	·	-10%	0.7%	1%
O=C(CCC(=O)N1CCN(c2ccc(O)cc2)CC1)c1ccc(Br)cc1	13%	-0.2%	-11%	4.4%	-67%	i	3%	-3.2%	·
Cc1ccc(NC(=O)CCC(=O)OCC(=O)c2ccc(-c3ccccc3)cc2)cc1	10%	0.2%	-12%	1.0%	5%	i	32%	5.1%	-4%
O=C(Cc1ccc([N+](=O)[O-])cc1)Nc1nccs1	-12%	-0.1%	10%	0.5%	-12%	i	0%	-1.2%	1%
Cc1cccc(N(CC(=O)NCCSCc2ccccc2)S(C)(=O)=O)c1	-10%[20 µM]	-0.1%	-23%	-0.6%	11%	i	3%	-1.0%	-7%
CCOC(=O)c1ccc(NC(=O)COc2ccc(-n3cnnn3)cc2)cc1	2%	0.2%	-24%	3.6%	-27%	i	26%	3.6%	4%
Cc1noc(/C=C/N(C)C)c1S(=O)(=O)N1CCCC(C(=O)NCc2ccc(F)cc2)C1 (configuration not stated)	8%	·	-1%	3.3%	17%	·	1%	-0.6%	·
CCCn1c(=N)c(C#N)cc2c(=O)n3ccccc3nc21	-43%	-0.5%	-18%	2.0%	-1%	i	3%	-1.9%	-4%
Nc1nonc1-c1nc2ccccc2n1CC(=O)N1CCN(c2ccc(F)cc2)CC1	·	-0.2%	-6%	·	-7%	i	-7%	0.8%	4%
CCCC(=O)NC(=S)Nc1nc(-c2ccc(OC)cc2)cs1	10%	-0.7%	-21%	6.1%	-21%	i	-2%	1.5%	3%
Cc1ccc(/C=c2\sc3n(c2=O)CN(c2ccc(Br)cc2)CN=3)o1	14%	0.2%	-32%	13%	-13%	i	45%	0.5%	-5%
CCCn1nnc(NC(=O)c2ccc([N+](=O)[O-])cc2Cl)n1	-16%	0.9%	-41%	-1.0%	-28%	i	1%	0.3%	·
CCCN(CC1CC1)C(=S)NC(=O)C1CC1	-8%	0.4%	-23%	4.4%	-18%	i	12%	1.4%	-1%
Cc1ccc(C(=O)N(Cc2cccs2)C2CCS(=O)(=O)C2)cc1 (configuration not stated)	-15%	-0.1%	-23%	-2.2%	7%	·	6%	0.3%	6%
Cc1ccc(-n2nnnc2SCC(=O)Nc2c(C)n(C)n(-c3ccccc3)c2=O)cc1	15%	-1.0%	-11%	1.7%	5%	i	5%	0.2%	-1%
CCN1C(=O)C2(C(C(=O)c3cc4ccccc4o3)=C(O)C(=O)N2CCCN2CCOCC2)c2ccccc21 (configuration not stated)	20%	0.1%	1%	5.8%	-2%	i	37%	-0.7%	-1%
c1ccc2[nH]c(SCc3ccc(-c4nnco4)cc3)nc2c1	17%	-0.3%	-40%	1.2%	-44%	i	-4%	0.5%	0%
COc1ccccc1N(O)C1CC(=O)N(c2ccc(F)cc2)C1=O (configuration not stated)	-7%	-0.1%	4%	-3.2%	-4%	i	-1%	0.2%	62µM*
O=C(CCCO)NNc1c2ccccc2nc2ccccc12	24%	-0.3%	-10%	-2.4%	9%	i	-6%	-0.8%	-4%
Cc1cccn2c(Nc3ccccc3)c(-c3ccccn3)nc12	-13%	-1.7%	-33%	-5.9%	13%	i	11%	-0.4%	-10%
CCCCCCC(=O)Nc1c2c(nc3ccccc13)N(C)CC2	13%	-0.4%	-18%	1.8%	-15%	i	2%	1.6%	1%
CC1(C)CC(=O)C(C=NCCC2=CCCCC2)=C(O)C1	-11%	-0.2%	-18%	-6.9%	13%	i	-7%	-1.2%	-10%
COc1ccc(NC2CCCN(C(=O)CCN3CCCO3)C2)cc1 (configuration not stated)	-8%	-0.5%	-20%	-3.1%	3%	·	-14%	0.7%	-9%
O=C(Nc1cccc(-n2cnnn2)c1)c1ccccc1Br	-63%	0.0%	-11%	4.8%	-6%	·	28%	-0.1%	-7%
OC(CNCc1ccccc1F)COc1cccc2ccccc12 (configuration not stated)	-55%	-0.8%	2%	1.2%	24%	·	-4%	2.2%	-6%
COc1ccc(C(C(=O)NC(C)(C)C)N(C(=O)CCC(=O)Nc2ccccn2)C2CCCCC2)cc1 (configuration not stated)	-3%	-0.9%	-5%	-2.8%	0%	·	5%	1.9%	-13%
CCC(=O)N(Cc1ccc2c(c1)OCO2)Cc1cc2cc(OC)ccc2[nH]c1=O	·	0.1%	14%	3.4%	-25%	i	3%	-1.9%	1%
Cc1cccc(C(=O)O/N=C(\N)c2ccccn2)c1	-1%	-0.5%	-66%	-3.0%	-134%	·	-9%	0.4%	5%
N#CCC1c2ccccc2CCN1C(=O)Nc1cccc(Cl)c1 (configuration not stated)	-24%	-0.9%	-6%	-0.7%	14%	i	5%	1.1%	1%
O=C(CN(CCc1ccccc1)S(=O)(=O)c1ccc(Br)cc1)N/N=C/c1ccc2c(c1)OCO2	20%	-0.6%	-36%	2.1%	-30%	i	8%	1.8%	-11%
Cc1noc(C)c1S(=O)(=O)N1CCC(C(=O)NCCc2ccc(S(N)(=O)=O)cc2)CC1	7%	0.1%	-14%	-0.6%	11%	i	-2%	0.0%	-7%
CC(NC(=O)c1ccc(OC2CCN(Cc3ccccn3)CC2)cc1)c1nccs1 (configuration not stated)	-12%	0.3%	-29%	-1.8%	-6%	·	11%	2.3%	-6%
Cc1ccc2cc(CN(Cc3cccs3)Cc3nnnn3CC3CCCO3)c(=O)[nH]c2c1C (configuration not stated)	-32%	0.2%	21%	-5.2%	-5%	i	-6%	-1.9%	2%
CCc1ccccc1NC(=S)Nn1cnnc1	8%	-0.2%	-15%	-5.2%	16%	·	-15%	0.0%	-18%
O=C(Oc1cccc2c(OC(=O)N3CCOCC3)cccc12)N1CCOCC1	14%	-0.6%	-7%	-0.7%	7%	i	0%	0.6%	-3%
CC(C)c1ccc(N2C(=O)CSC23C(=O)N2CCCc4cccc3c42)cc1 (configuration not stated)	16%	0.0%	10%	-8.9%	4%	i	15%	1.1%	-1%
O=C(CSc1nc(-c2ccccc2)nc2ccc(F)cc12)Nc1ccc(C(=O)O)cc1	-13%	-0.8%	21%	0.1%	27%	i	2%	32%	-2%
CCOC(=O)c1sc2nc(NC(=O)C3CCCCC3)sc2c1C	-98%	0.2%	-36%	7.5%	22%	i	10%	-3.1%	-6%
NS(=O)(=O)c1cc(C(=O)Nc2ccc3c(c2)CCC3)ccc1Cl	-10%	-1.3%	-66%	-5.1%	-40%	·	11%	-0.9%	-1%

Complete entries from above.
Entry for Cc1ccccc1NC(=S)N(CCN(C)C)C(C)c1ccccn1 (configuration not stated) → KOR beta-arrestin-1: 6%; West Nile antiviral: -0.1%; NOD1 NF-kB reporter: 17%; KOR beta-arrestin-2: -6.8%; HEK293 NOD2/NF-kB: 18%; Yfh1-depleted yeast: i; AID2073: -12%; HIV peptide binding: 1.4%; NS5 inhibitors: 2%
Entry for CCOC(=O)c1sc2nc(NC(=O)C3CCCCC3)sc2c1C → KOR beta-arrestin-1: -98%; West Nile antiviral: 0.2%; NOD1 NF-kB reporter: -36%; KOR beta-arrestin-2: 7.5%; HEK293 NOD2/NF-kB: 22%; Yfh1-depleted yeast: i; AID2073: 10%; HIV peptide binding: -3.1%; NS5 inhibitors: -6%

Additional entries:
SMILES	KOR beta-arrestin-1	West Nile antiviral	NOD1 NF-kB reporter	KOR beta-arrestin-2	HEK293 NOD2/NF-kB	Yfh1-depleted yeast	AID2073	HIV peptide binding	NS5 inhibitors
N#Cc1cnc(SCC(=O)NNC(=O)COc2cccc3ccccc23)nc1N	36%	-0.5%	-20%	1.0%	12%	i	11%	0.0%	-15%
CC(Sc1ccccc1)C(=O)N1CCN(S(=O)(=O)c2ccccc2F)CC1 (configuration not stated)	10%	-0.3%	-38%	-2.5%	-18%	·	1%	1.4%	-1%
CCCn1cnc2scc(-c3ccc(OC)cc3)c2c1=O	20%[20 µM]	0.5%	-25%	-5.3%	2%	·	-1%	-1.3%	-4%
CCCCCC(=O)Nc1ccc(N2CCN(S(C)(=O)=O)CC2)cc1	-55%	-0.5%	-17%	5.2%	-14%	i	0%	1.1%	-6%
COc1ccc(-c2nc(-c3cccs3)c(-c3cccs3)[nH]2)cc1O	-33%	0.4%	5%	1.6%	3%	i	-3%	2.1%	-3%
O=C(N=C1c2ccccc2CN1c1ccc(F)c(F)c1)c1cccnc1	-1%	0.9%	31%	8.8%	-25%	i	-6%	-2.0%	6%
Cc1ccc2[nH]c3c(NCCCN4CCCC4=O)ncnc3c2c1	-1%	-0.1%	-36%	-2.0%	-12%	i	10%	1.4%	-4%
Cc1cccc(N(C(=O)c2snc(C(N)=O)c2N)C(C(=O)NC2CCCC2)c2ccco2)c1 (configuration not stated)	-33%	0.0%	-14%	2.0%	13%	·	?	-0.2%	-6%
CCCCCc1c(C)nc(Nc2nc(C)c3cc(OC)ccc3n2)[nH]c1=O	-31%	-0.2%	-23%	2.5%	12%	i	2%	0.4%	9%

Source: PubChem BioAssay (several laboratories)
